Vc quorum ag: induces V. cholerae light production without autoinducers | V. cholerae BH1578 lux reporter, luminescence, 6 h | activation, % at 18.7 µM | actives 0.16% (n = 350,000) | AID 588436; in the data active = activation mostly above about 9.7%, no sharp cut-off; note: not every result past the cut was called active; inactives centre near 0; reference of the scale not given here
TcdB inh: blocks C. difficile toxin B glycohydrolase activity; AID 652162; TcdB glycohydrolase enzymatic assay, plate reader; P18177; inhibition, % at 9.99 µM; actives 0.24% (n = 350,000); in the data active = inhibition above about 10%
Target sequence (P18177 whole entry, looked up): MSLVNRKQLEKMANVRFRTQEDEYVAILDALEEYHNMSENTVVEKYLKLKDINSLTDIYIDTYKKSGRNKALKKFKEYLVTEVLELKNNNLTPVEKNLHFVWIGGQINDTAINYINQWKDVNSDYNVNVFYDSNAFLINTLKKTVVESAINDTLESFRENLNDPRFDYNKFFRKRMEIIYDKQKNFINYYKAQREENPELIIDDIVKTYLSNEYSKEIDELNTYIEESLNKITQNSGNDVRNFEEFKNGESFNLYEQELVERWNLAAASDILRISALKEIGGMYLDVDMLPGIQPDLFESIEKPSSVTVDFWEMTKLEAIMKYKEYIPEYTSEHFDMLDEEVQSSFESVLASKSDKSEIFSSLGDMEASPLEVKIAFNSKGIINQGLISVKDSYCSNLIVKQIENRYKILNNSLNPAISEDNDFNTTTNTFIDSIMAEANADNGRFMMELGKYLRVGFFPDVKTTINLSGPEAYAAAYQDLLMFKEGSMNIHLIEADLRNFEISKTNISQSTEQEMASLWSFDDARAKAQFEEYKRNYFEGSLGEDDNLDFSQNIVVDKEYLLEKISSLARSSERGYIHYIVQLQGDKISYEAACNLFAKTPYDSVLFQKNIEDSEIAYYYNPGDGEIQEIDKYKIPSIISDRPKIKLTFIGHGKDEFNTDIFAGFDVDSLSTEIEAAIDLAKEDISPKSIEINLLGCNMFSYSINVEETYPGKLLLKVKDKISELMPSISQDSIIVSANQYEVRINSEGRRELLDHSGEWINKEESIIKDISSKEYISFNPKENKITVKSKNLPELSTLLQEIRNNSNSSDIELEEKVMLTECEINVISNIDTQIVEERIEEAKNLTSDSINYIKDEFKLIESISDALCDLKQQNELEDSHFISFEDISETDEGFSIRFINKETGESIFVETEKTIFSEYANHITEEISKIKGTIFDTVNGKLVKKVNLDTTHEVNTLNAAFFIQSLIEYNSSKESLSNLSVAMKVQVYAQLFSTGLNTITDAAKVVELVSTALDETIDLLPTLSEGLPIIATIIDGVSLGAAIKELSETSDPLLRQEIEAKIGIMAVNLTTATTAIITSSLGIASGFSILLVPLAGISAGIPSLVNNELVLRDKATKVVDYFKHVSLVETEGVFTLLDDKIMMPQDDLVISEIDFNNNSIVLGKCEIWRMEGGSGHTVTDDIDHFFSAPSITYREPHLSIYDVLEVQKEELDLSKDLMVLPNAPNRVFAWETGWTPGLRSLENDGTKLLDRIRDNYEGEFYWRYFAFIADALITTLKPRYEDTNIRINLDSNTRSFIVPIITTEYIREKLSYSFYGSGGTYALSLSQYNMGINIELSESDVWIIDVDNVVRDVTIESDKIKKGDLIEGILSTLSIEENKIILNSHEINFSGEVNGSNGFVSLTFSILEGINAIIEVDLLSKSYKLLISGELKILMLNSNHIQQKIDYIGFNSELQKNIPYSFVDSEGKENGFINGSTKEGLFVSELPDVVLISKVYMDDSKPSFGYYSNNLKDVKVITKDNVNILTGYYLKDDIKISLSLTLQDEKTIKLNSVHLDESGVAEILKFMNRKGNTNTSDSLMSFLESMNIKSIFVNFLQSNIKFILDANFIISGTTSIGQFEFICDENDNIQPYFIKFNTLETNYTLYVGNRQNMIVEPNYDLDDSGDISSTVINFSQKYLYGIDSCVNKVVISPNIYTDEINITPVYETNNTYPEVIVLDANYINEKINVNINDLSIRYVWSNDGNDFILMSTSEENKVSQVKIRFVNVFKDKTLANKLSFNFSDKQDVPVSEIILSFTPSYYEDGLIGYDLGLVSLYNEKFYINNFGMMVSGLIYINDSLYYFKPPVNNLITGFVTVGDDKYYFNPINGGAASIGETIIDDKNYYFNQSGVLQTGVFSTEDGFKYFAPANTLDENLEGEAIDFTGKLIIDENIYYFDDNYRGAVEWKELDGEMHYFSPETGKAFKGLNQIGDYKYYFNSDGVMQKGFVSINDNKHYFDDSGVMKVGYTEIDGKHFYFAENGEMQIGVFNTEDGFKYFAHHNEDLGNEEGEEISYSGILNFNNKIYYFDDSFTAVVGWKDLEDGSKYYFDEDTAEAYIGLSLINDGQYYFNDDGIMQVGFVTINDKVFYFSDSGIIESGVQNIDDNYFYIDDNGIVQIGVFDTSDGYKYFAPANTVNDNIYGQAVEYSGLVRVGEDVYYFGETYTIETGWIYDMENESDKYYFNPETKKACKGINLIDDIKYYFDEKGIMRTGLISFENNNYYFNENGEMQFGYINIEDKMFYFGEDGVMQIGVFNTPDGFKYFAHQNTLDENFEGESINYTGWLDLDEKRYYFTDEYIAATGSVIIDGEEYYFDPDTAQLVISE
Rv3671c inh: Rv3671c (M. tuberculosis) protease inhibition; inhibition, % at 5.96 µM; actives 0.048% (n = 320,000); in the data active = inhibition above about 38%;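 note: extracellular domain of Rv3671c used as enzyme; 0% = enzyme with DMSO and 100% = no enzyme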
Yp Topo-I inh: inhibitors of Yersinia pestis topoisomerase I. Y. pestis Topo-I cleavage product accumulation, plate reader. activity, % at 10 µM. actives 0.064% (n = 360,000); in the data active = activity above about 50%, passing the limit was not always enough; note: inactives centre near 2
MazEF act: activators of E. coli MazEF toxin-antitoxin RNase | P0AE70 | FAM/BHQ RNA-DNA oligo cleavage fluorescence, 5 h | activation, % at 20 µM | actives 0.32% (n = 350,000) | AID 504720; in the data active = activation above about 50%
PrPC TRFRET: cell surface PrPC inhibition, primary TR-FRET screen | TR-FRET read-out | inhibition, % at 13.8 µM | actives 0.43% (n = 370,000) | P04156; in the data active = inhibition above about 24%; note: 0% = median of the test wells and 100% = reference compound wells
3CLpro inhibitor: SARS-CoV 3CLpro protease inhibition; P0C6X7; recombinant SARS-CoV 3CLpro, quenched FRET peptide cleavage; inhibition, % at 6 µM; actives 0.14% (n = 290,000); AID 1706; in the data active = inhibition above about 12%
PriA SSB inh: blocks PriA binding to SSB C-terminal tail; actives 0.6% (n = 430,000); AID 1272365; inhibition, % at 33 µM; AlphaScreen SSBct-PriA binding, biotinylated peptide; in the data active = inhibition mostly above about 37%, no sharp cut-off; inactive = mostly below about 20%;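 note: plate controls were negative control peptide for no effect and reference peptide for full effect; strong numbers were not always called active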
DUSP3 inh: blocks human VHR1 dual specificity phosphatase; inhibition, % at 13.3 µM; recombinant VHR phosphatase, pNPP absorbance; P51452; AID 1654; actives 0.52% (n = 290,000); in the data active = inhibition above about 50%; note: some compounds called inactive have numbers as strong as hits
CCHFV vOTU inh: CCHFV vOTU protease inhibition; Pep-AMC fluorescence; actives 0.55% (n = 370,000); AID 651958; inhibition, % at 11.5 µM; in the data active = inhibition above about 30%; note: 0% = vehicle wells with enzyme and 100% = no enzyme wells
* = called active by the depositor; i = inactive; / = not tested or not shown; & = joins results of further samples. These rows are one share of the data; rates above refer to the full screens.

no.	structure	Vc quorum ag	TcdB inh	Rv3671c inh	Yp Topo-I inh	MazEF act	PrPC TRFRET	3CLpro inhibitor	PriA SSB inh	DUSP3 inh	CCHFV vOTU inh
1	Cc1cc(C)c(O)c(NC(=S)NC(=O)Cc2ccccc2)c1	-0.8	0.0	-0.6	1.6	5.7	12.2	-0.3	-3.6	30.0	11.2
2	Cc1ccc(S(=O)(=O)N2CCOCC2)cc1C(=O)N1CC(C)CC(C)C1 (configuration not stated)	i	3.2	5.0	4.7	-18.0	-0.9	/	-9.6	/	-0.2
3	Cc1ccc(NC(=O)CC2C(=O)N(Cc3ccccc3)C(=S)N2NC(=O)c2cccc(F)c2)c(C)c1 (configuration not stated)	-0.5	/	-13.0	5.3	0.9	-7.5	0.7	0.5	27.7	-13.1
4	COc1cccc(N(C(=O)c2snc(C(N)=O)c2N)C(C(=O)NCC2CCCO2)c2ccc(C)o2)c1 (configuration not stated)	-0.4	-0.1	4.5	11.6	7.5	-36.7	-0.5	5.9	38.4	4.5
5	COc1cccc(CNc2nc(NCC3CC3)nc3ccsc23)c1OC	-0.7	-9.2	/	-6.7	/	18.6	/	/	/	13.9
6	O=C(COC(=O)c1ccco1)NCc1ccco1	i	/	-3.1	1.0	-8.9	0.5	-3.6	-2.9	6.4	-7.2
7	CCOC(=O)c1ccccc1NS(=O)(=O)c1c(C)nc2sccn2c1=O	i	0.0	-5.3	-3.0	14.5	-7.2	0.4	-4.3	21.2	8.1
8	CCC1CSC(Nc2ccc(C(=O)/C=C/c3cccc(C)c3)cc2)=N1 (configuration not stated)	-0.2	0.5	-45.2	13.7	-4.5	8.3	-3.4	3.5	7.6	10.0
9	O=C(Nc1ccc(NC(=O)c2ccco2)nc1)c1cccc(F)c1	-0.4	-0.6	-1.1	0.0	8.8	-7.0	-2.2	-1.6	20.4	6.7
10	CCCCn1c(N)c(N(CCC(C)C)C(=O)c2oc3ccc(OCC)cc3c2C)c(=O)[nH]c1=O	i	1.4	-1.5	0.7	-14.6	0.5	/	-3.9	/	-1.4
11	Cc1ccc(S(=O)(=O)NC(C(=O)O)c2ccccc2)cc1 (configuration not stated)	-0.4	-0.4	10.9	2.4	7.0	-2.8	-3.3	4.5	7.5	2.6
12	CCC(C)N=Cc1c(NCc2ccco2)nc2c(C)cccn2c1=O (configuration not stated)	-3.7	/	-9.4	11.6	4.3	2.0	5.0	-2.1	3.0	-3.9

2 entries from above, with values under each structure:
Each structure is followed by: Vc quorum ag, TcdB inh, Rv3671c inh, Yp Topo-I inh, MazEF act, PrPC TRFRET, 3CLpro inhibitor, PriA SSB inh, DUSP3 inh, CCHFV vOTU inh
[10] CCCCn1c(N)c(N(CCC(C)C)C(=O)c2oc3ccc(OCC)cc3c2C)c(=O)[nH]c1=O
    i, 1.4, -1.5, 0.7, -14.6, 0.5, /, -3.9, /, -1.4
[2] Cc1ccc(S(=O)(=O)N2CCOCC2)cc1C(=O)N1CC(C)CC(C)C1 (configuration not stated)
    i, 3.2, 5.0, 4.7, -18.0, -0.9, /, -9.6, /, -0.2

Single entries from the list:
Cc1ccc(S(=O)(=O)NC(C(=O)O)c2ccccc2)cc1 (configuration not stated) @ PrPC TRFRET = -2.8
Cc1cc(C)c(O)c(NC(=S)NC(=O)Cc2ccccc2)c1 @ DUSP3 inh = 30.0
CCCCn1c(N)c(N(CCC(C)C)C(=O)c2oc3ccc(OCC)cc3c2C)c(=O)[nH]c1=O @ Yp Topo-I inh = 0.7

(list continues)
no.	structure	Vc quorum ag	TcdB inh	Rv3671c inh	Yp Topo-I inh	MazEF act	PrPC TRFRET	3CLpro inhibitor	PriA SSB inh	DUSP3 inh	CCHFV vOTU inh
13	CC(=O)Nc1ccc(S(=O)(=O)NCC(=O)OCC(=O)NC(=O)C2CCCCC2)cc1	i	/	3.2	3.8	2.3	-0.7	4.4	-7.0	7.3	8.5
14	CC(C)N(Cc1nccn1C)C(=O)c1cc(COc2ccc3ncccc3c2)on1	3.3	1.5	-0.4	12.5	1.3	13.7	4.6	-8.2	17.7	-11.6
15	CCCNC(=O)C1(C)CCN(CCC(=O)c2ccc(Br)cc2)C1 (configuration not stated)	-1.2	-0.3	/	2.0	/	4.3	/	/	/	2.2
16	CCOC(=O)CN(C(=O)c1snc(C(N)=O)c1N)C(C(=O)NC1CCCCC1)c1ccc(F)cc1 (configuration not stated)	-0.3	-0.4	-2.3	-6.7	4.2	-6.7	-2.8	-0.6	31.2	-15.6
17	O=C(NCC1(c2ccccc2)CCOCC1)c1ccc(Br)o1	/	/	-3.4	12.1	1.9	-6.4	-1.6	-12.7	17.2	-3.8
18	CCn1c(SCC(=O)Nc2ccc(OC)cc2)nc2nc3c(cc2c1=O)CCCC3	-0.6	0.3	-3.7	2.3	2.1	-0.8	0.0	7.0	29.4	-8.6
19	Cc1nn(C)c(=O)c(N)c1-c1cc(-c2ccc(Cl)c(Cl)c2)n[nH]1	-0.6	-1.9	-5.1	7.4	0.6	8.1	-2.6	-4.9	-14.1	-0.9
20	C[C@@]12C(=O)Nc3cc(Cl)ccc3C(=O)N1[C@H]1c3cc(Cl)ccc3OC[C@@H]1[C@@H]2c1ccccc1	-0.5	1.0	-73.6	-2.8	-7.1	10.2	/	17.1	/	-4.2
21	COc1cccc(-c2cc(C(=O)NCCCn3ccnc3)no2)c1	-2.1	/	-1.2	-11.0	-9.4	-6.8	0.7	0.9	2.0	2.4
22	Cc1ccc(S(=O)(=O)c2cc(O)ccc2O)cc1C	-0.6	-0.3	-2.2	-6.1	-0.3	0.0	1.3	2.5	9.8	13.9
23	CCOC(=O)C1=C(c2ccccc2)NC(=O)NC1c1ccc(OC)cc1OC (configuration not stated)	i	1.5	-7.5	-1.2	9.1	-6.7	-2.4	-8.3	-6.2	12.8
24	CSCCNC(=O)Nc1c(-c2c(Cl)cccc2Cl)noc1C	-0.7	1.7	7.2	-6.7	7.1	4.8	-1.0	2.2	-4.8	-1.3
25	Cc1ccc(C(=O)COC(=O)CCN2C(=O)C3C4CCC(C4)C3C2=O)cc1C (configuration not stated)	i	0.6	-10.7	-4.3	4.6	-1.7	-6.3	-9.9	1.6	6.6
26	CCOC(=O)c1cnn(-c2cc(C(C)(C)C)nc3c(-c4ccccc4)c(C)nn23)c1N	-0.8	/	9.1	5.8	-15.8	-2.0	-4.0	-13.3	14.5	-5.8
27	Cn1ncc(Cl)c1C(=O)N/N=C/c1cc2c(cc1[N+](=O)[O-])OCO2	-0.3	-0.2	7.0	-2.1	6.9	3.7	0.3	/	6.5	5.5
28	O=C1CCCN1c1ccc(S(=O)(=O)Nc2ccc3c(c2)OCCO3)cc1	i	/	0.6	7.0	3.9	11.9	-5.5	-2.7	-0.5	-8.6
29	O=C(NCCc1ccccc1)c1ccc(Cl)cc1[N+](=O)[O-]	i	-0.4	/	0.0	4.7	-29.5	3.0	12.0&-3.3	-5.4	-5.6
30	S=C(N1CCCCCC1)N1CC1	1.2	0.5	/	-0.4	12.9	-0.5	/	-11.5	/	-6.4
31	CC(C)NS(=O)(=O)c1ccc(OCC(=O)N2CCN(Cc3ccc4c(c3)OCO4)CC2)c(Cl)c1	-0.7	0.2	-0.3	20.1	5.3	7.8	-9.0	10.6	29.6	-0.7
32	Cn1ccsc1=NC(=O)c1cccc(OC(F)F)c1	1.6	-0.7	3.6	-0.8	5.5	-0.9	1.0	-2.8	-10.3	19.6
33	Cc1cc(C(=O)NCCc2ccc(S(N)(=O)=O)cc2)no1	-0.5	0.2	-4.9	5.0	8.9	3.7	-1.7	-14.0	24.2	1.6
34	CCCC(=O)Nc1c2c(nn1-c1cccc(Cl)c1)CS(=O)(=O)C2	i	5.2	-2.4	-1.5	-13.7	-5.1	-7.5	0.1	-2.4	13.4
35	CN(c1ccccc1)S(=O)(=O)c1cccc(C(=O)N2CCCCCC2)c1	i	1.2	/	15.2	-1.9	7.9	/	0.8	/	-11.6
36	COc1ccc(/C=N/NC(=O)c2c(C)n(C)c3ccc(OC)cc23)c(OC)c1	-0.3	/	-3.5	13.8	3.5	-4.6	-0.5	/	1.0	-9.2

Part of the list above with just Yp Topo-I inh and 3CLpro inhibitor:
no.	SMILES	Yp Topo-I inh	3CLpro inhibitor
30	S=C(N1CCCCCC1)N1CC1	-0.4	/
31	CC(C)NS(=O)(=O)c1ccc(OCC(=O)N2CCN(Cc3ccc4c(c3)OCO4)CC2)c(Cl)c1	20.1	-9.0

Carrying on:
no.	structure	Vc quorum ag	TcdB inh	Rv3671c inh	Yp Topo-I inh	MazEF act	PrPC TRFRET	3CLpro inhibitor	PriA SSB inh	DUSP3 inh	CCHFV vOTU inh
37	CC(C)(C)OC(=O)N1CCC(C(=O)N[C@@H](Cc2ccccc2)C(=O)O)CC1	-0.2	/	-1.9	-10.1	9.9	0.8	-0.5	7.4	19.4	-5.5
38	COc1ccc(F)cc1S(=O)(=O)NC1CC(C)(C)NC(C)(C)C1	-0.3	/	-5.6	-7.2	-2.9	-2.6	-3.3	-8.0&-27.6	35.6	7.8
39	CC(OC(=O)c1ccc(S(C)(=O)=O)c([N+](=O)[O-])c1)C(=O)NC1C2CC3CC(C2)CC1C3 (configuration not stated)	-0.4	2.0	/	-1.9	/	-12.3	/	/	/	6.6
40	CCCc1c(C(=O)Nc2ccc(F)cc2)cnn1-c1ccccc1	-1.3	0.1	3.0	-3.8	-0.2	3.5	2.5	0.7	15.5	-5.6
41	Cc1cc(NC(=O)C2CCN(S(=O)(=O)c3cccs3)CC2)no1	-4.5	/	-3.3	-9.1	-10.6	-4.9	-3.8	5.8	10.3	4.0
42	CCC1Oc2ccccc2N(CC(=O)Nc2ccccc2OC)C1=O (configuration not stated)	i	/	-9.7	-1.5	2.8	4.9	-3.1	-18.3	33.4	-11.9
43	CCOc1ccc(NC(=S)N(CCN2CCOCC2)Cc2ccc3c(c2)CCCN3CC)cc1	i	-7.1	7.0	5.7	4.8	-1.0	4.3	18.3	8.2	-1.4
44	CC(C)[C@H](NC(=O)C1CC(=O)N(c2ccc(F)cc2)C1)C(=O)N1CCCCC1 (some centres not stated)	-0.2	0.6	3.4	0.8	3.1	0.6	3.9	-5.9	3.9	-6.0
45	CCCCn1c(SCC(=O)c2ccc3c(c2)OCCO3)nnc1-c1ccoc1C	-0.3	/	8.8	35.7	3.3	5.9	-1.4	-8.7	35.9	9.3
46	COC(=O)c1ccc(/C=N/n2c(C)nc3ccccc3c2=O)cc1	i	0.9	-3.9	7.0	6.4	-6.0	-4.4	/	-5.7	-2.2
47	CC(C)(C)OC(=O)C[C@@H]1C/C=C\C[C@H](CC(=O)N[C@@H](CO)Cc2ccccc2)C(=O)N[C@H](C(C)(C)C)COC1=O	-0.7	1.2	-0.7	23.9	2.5	-0.1	/	-5.3	/	10.6
48	COc1ccc(N(CC(=O)N/N=C/c2ccccc2OC)S(=O)(=O)c2ccccc2)cc1	-1.7	-0.4	-0.9	25.9	-5.7	4.9	7.2	/	38.5	-13.7
49	C=CCNC(=S)NNC(=O)COc1ccc(Cl)cc1Cl	-0.4	2.4	-15.6	-5.1	3.3	2.4	3.8	2.6&-19.0	-6.1	-3.8
50	Cc1ccc(C)c(C(=O)C(C)OC(=O)CN2C(=O)NC3(CC(C)CC(C)(C)C3)C2=O)c1 (configuration not stated)	-1.3	-0.8	-3.1	40.3	6.2	3.7	3.5	-4.6	15.0	5.0

Source: PubChem BioAssay (several laboratories)
